Screening data deposited in PubChem BioAssay by several laboratories.
L929 necroptosis – inhibitors of zVAD-triggered necroptosis, primary screen, L929 cells. viability rescue, % at 10 µM. L929 zVAD necroptosis rescue, ATP luminescence, 24 h; with zVAD 60 µM. 0.38% of 220,000 active;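 active = activation, scaled between plate controls, above about 75%, limit read from the data; inactive = activation under that limit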;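 note: 0% = zVAD with DMSO and 100% = DMSO alone without zVAD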
EP2 modulator – EP2 receptor modulators, cAMP readout, primary screen, cell-based, HTRF cAMP, PGE2 stimulation; Prostaglandin E2 receptor EP2 subtype (Homo sapiens), P43116; EP2-expressing cells, cAMP HTRF FRET, PGE2 co-stimulation; induction, % at 25 µM; 0.83% of 260,000 active; AID 940, 2007;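 active = compounds whose cAMP rise, as percent of the full-agonist control response, exceeds 60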;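 note: rat C6 glioma line stably carrying human EP2 under a CMV promoter; the protocol text gives 20 µM as final concentration; 100% = response of wells given 1 µM PGE2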
Target sequence (P43116 whole entry, looked up): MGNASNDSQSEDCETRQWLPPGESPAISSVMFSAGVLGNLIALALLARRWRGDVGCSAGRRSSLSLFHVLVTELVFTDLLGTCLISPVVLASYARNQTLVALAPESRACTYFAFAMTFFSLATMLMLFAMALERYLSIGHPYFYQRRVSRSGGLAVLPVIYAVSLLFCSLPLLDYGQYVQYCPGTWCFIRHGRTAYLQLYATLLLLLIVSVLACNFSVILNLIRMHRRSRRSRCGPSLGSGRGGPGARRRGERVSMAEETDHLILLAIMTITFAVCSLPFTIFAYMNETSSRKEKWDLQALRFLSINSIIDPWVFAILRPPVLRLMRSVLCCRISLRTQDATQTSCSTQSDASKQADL
eIF4E-4G inh – eIF4E–eIF4G protein interaction inhibitors, primary screen, biochemical, uHTS, TR-FRET, eIF4GI fragment; 0.37% of 220,000 active; TR-FRET eIF4E-eIF4GI(517-606) binding, 2 h; AID 782, 2007; inhibition, % at 21.7 µM;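 active = inhibition above about 30%, limit read from the data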;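 note: 0% = full FRET control wells and 100% = background wells lacking eIF4GI fragment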
EP2 antag – human EP2 receptor antagonists, primary screen, TR-FRET cAMP, C6 glioma cells; inhibition, % at 25 µM; C6 glioma cells expressing human EP2; cells stimulated with saturating PGE2; 0.52% of 260,000 active; AID 1422, 2008; Prostaglandin E2 receptor EP2 subtype (Homo sapiens), P43116;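 active = percent inhibition above 40 after rounding to a whole number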;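 note: rat C6 glioma host cells with rolipram phosphodiesterase inhibitor present; the protocol text gives 20 µM as final concentration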
Rad51 HR inh – human RAD51 strand exchange inhibitors, primary screen, biochemical, fluorescence; inhibition, % at 10 µM; 0.085% of 200,000 active; AID 1385, 2008; hRad51 DNA strand exchange, fluorescence dequenching; DNA repair protein RAD51 homolog 1 (Homo sapiens), Q06609;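 active = inhibition above 40% at the single screening dose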;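 note: 0% = DMSO control wells and 100% = blanks with heterologous ssDNA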
Target sequence (Q06609 whole entry, looked up): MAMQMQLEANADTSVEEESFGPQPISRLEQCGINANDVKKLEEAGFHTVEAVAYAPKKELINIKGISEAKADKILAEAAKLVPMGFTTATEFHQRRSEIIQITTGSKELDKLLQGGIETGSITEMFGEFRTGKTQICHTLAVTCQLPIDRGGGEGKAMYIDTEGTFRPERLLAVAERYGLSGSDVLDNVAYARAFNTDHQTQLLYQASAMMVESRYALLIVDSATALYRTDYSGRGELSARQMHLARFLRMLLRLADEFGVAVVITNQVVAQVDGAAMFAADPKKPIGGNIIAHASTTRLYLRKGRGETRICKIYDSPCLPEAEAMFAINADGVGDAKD
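System: human Rad51 nucleoprotein filaments preassembled on unlabelled ssDNA. Reagent: labelled 47-mer dsDNA for strand exchange. Schedule: 30-min compound preincubation and 15-min exchange, both room temperature. Measured by: FRET fluorescence dequenching, excitation 485 nm, emission 520 nm. Read-out: Fluorescence-based percent inhibition, control- and blank-normalised. Benchmarks: plate controls and plate blanks.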
TbHK1 inh – Trypanosoma brucei hexokinase 1 inhibitors, primary screen, biochemical, G6PDH-coupled NADH absorbance, MLSCN library | hexokinase 1 [Trypanosoma brucei] | recombinant TbHK1, G6PDH-coupled NADH A340 | inhibition, % at 10 µM | 0.11% of 220,000 active | AID 1430, 2008;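 active = inhibition of 50% or more in the single-dose primary screen; inactive = inhibition below 50%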
14-3-3 Bad PPI – inhibitors of 14-3-3 zeta/Bad binding, primary screen, biochemical, TR-FRET, bovine 14-3-3 zeta; 14-3-3 protein zeta/delta (Bos taurus), P63103; TR-FRET 14-3-3zeta/Dy647-pBad peptide displacement, 1 h; inhibition, % at 21.7 µM; 0.71% of 220,000 active; AID 781, 2007;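 active = inhibition above about 70%, limit read from the data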;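 note: 0% = full 14-3-3 plus peptide FRET controls and 100% = background without 14-3-3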
Target sequence (P63103 whole entry, looked up): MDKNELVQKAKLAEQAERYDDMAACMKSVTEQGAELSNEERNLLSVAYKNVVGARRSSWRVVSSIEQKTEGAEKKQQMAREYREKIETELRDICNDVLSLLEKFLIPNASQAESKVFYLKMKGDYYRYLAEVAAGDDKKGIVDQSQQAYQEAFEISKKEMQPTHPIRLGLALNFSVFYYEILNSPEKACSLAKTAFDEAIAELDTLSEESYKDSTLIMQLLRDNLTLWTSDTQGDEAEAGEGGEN
m-calpain inh – inhibitors of pig calpain II, primary screen, biochemical, fluorogenic peptide substrate, 1536-well; 0.37% of 220,000 active; AID 1236, 2008; purified calpain II, 30 min; inhibition, % at 16 µM;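 active = inhibition above about 50%, limit read from the data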
Hck-Nef inh – inhibitors of Nef-activated human Hck kinase, primary screen, biochemical, Z-Lyte FRET, 384-well, Hck-YEEI; Tyrosine-protein kinase HCK (Homo sapiens), P08631; Recombinant Hck-YEEI plus Nef, Z-Lyte FRET kinase assay; inhibition, % at 20 µM; 0.68% of 220,000 active; AID 463187, 2010;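 active = Hck-Nef kinase inhibition above about 50%, limit read from the data; inactive = inhibition below that limit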;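 note: 0% = DMSO with Hck plus Nef and 100% = Hck alone without Nef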
Starred values were filed as active, the others as inactive; x = no result given; & = joins results of further samples; [ ] = remark or other dose.

SMILES	L929 necroptosis	EP2 modulator	eIF4E-4G inh	EP2 antag	Rad51 HR inh	TbHK1 inh	14-3-3 Bad PPI	m-calpain inh	Hck-Nef inh
CCC(=O)NCc1c(C)c(C)n(Cc2ccccc2)c1-n1cccc1	-2.1	16	4	4	-12	-6	-6	23	14
CCOC(=O)N1CCN(C(=O)CN(c2cccc(C(F)(F)F)c2)S(=O)(=O)c2ccccc2)CC1	-0.6	24	-1[fluorescence artefact?]	5	4	1	-14	-4	2
CC(C)Oc1ccc(OCCCN2CCCCCC2)cc1	-0.4	33	-5	20	2	7	59	-31	-1
CC(C)Nc1nc2n(c(=O)n1)CCN2C(C)C	0.0	15	-1[fluorescence artefact?]	27	-4	-10	9	-9	0
C[C@@]12CC(=O)NC1N(C(=O)c1ccccc1)C(c1ccccc1OC(=O)c1ccccc1)C2 (stereo partly drawn)	-0.4	3	-10[fluorescence artefact?]	11	5	-5	-2	7	0
CCSc1nc(O)cc(=O)[nH]1	0.0	7	-4	4	17	6	-4	-2	15
COc1cc2c(cc1OC)C(C)N(C(C)=O)CC2 (stereo not drawn)	-0.3	9	-1	8	-5	-1	-3	-14	8
O=C(O)c1ccc(N(c2ccccc2)c2ccccc2)cc1	-0.5	57	2	12	-2	-4	0	-144	-5
Cc1cc(NC(=O)COc2nnc(-c3ccccc3)c3ccccc23)no1	-0.1	14	5	8	1	17	-11	17	1
CCn1c(O)c(N=NC(=O)CNC(=O)/C=C/c2ccco2)c2ccccc21	0.4	3	4[fluorescence artefact?]	2	7	-40	1	17	0
Cc1cc(Cl)c(S(=O)(=O)N2CCCC2)cc1OCC(N)=O	-0.3	-6	5	2	x	-9	3	14	6
Cc1nn(Cc2ccccc2)c(C)c1C(=O)NCCN1C(=O)S/C(=C\c2ccc(F)cc2)C1=O	1.6	10	11[fluorescence artefact?]	1	-5	-4	8	13	1
Nc1ncnc(Oc2cccc3cccnc23)c1[N+](=O)[O-]	-0.8	12	1	6	x	-10	-8	-7	3
C=CCN1c2ccccc2[C@]23C[C@@H](C(=O)OC)N(C(=O)c4ccc(Br)cc4)C2=NC(C(=O)OC)=C(C(=O)OC)[C@H]13	-0.3	16	-3	12	-8	-25	-4	-38	-30
CCOC(=O)COc1ccc(Br)cc1C1NC(=O)NC(C)=C1C(=O)NCc1ccccc1 (stereo not drawn)	0.2	2	9	4	-3	8	0	-20	-1
O=C1CCc2ccc(OCCCCN3CCN(c4cccc(Cl)c4Cl)CC3)cc2N1	x	x	4	32	4	x	1	23	x
CC(C)OC(=O)CN1CCN(S(=O)(=O)c2cc(Cl)ccc2Cl)CC1	-0.5	-34	-10	14	6	-2	6	-4	-9
Cc1cccc(/C=N/NC(=O)Cc2cccs2)c1	1.0	-24	3	8	x	9	5	-2	27
Nc1nc(N)nc(-c2ccccc2O)n1	16	-25	-8	9	-3	-7	-2	-4	5
COC(=O)c1ccc(CSc2nnc3n(Cc4ccccc4OC)c(=O)c4ccccc4n23)o1	x	-34	1	5	-8	x	-8	20	x
O=C(O)CCCN=CC1=C(O)CNC1=O	0.9	-3	-1	12	-1	2	-5	-15	22
N#CC(C(=O)NC1CCCCC1)=C1CCCCC1	0.2	29	24	2	1	-3	0[fluorescence artefact?]	-2	5
Cc1ccc(COCCN2CCN(S(=O)(=O)c3ccccc3)CCC2=O)cc1	0.0	7	0	8	4	1	-2	12	6
COc1ccc(C2CC(c3ccccc3)=NN2C(=O)COC(=O)C2CC2)cc1 (stereo not drawn)	0.6	35	18[fluorescence artefact?]	6	2	-3	-11	13	3
CCOC(=O)c1c(C)c(C(=O)NCc2ccco2)c(C)n1Cc1ccccc1	0.3	4	7	9	-2	8	2	-88	7
COc1cc2c(cc1C1NC(=S)NC(C)=C1C(N)=O)CCCC2 (stereo not drawn)	2.4	4	-1	7	16	-2	-11	-5	20
CC(=O)C1C(c2cccc(Oc3ccccc3)c2)NC(=O)NC1(O)C(F)(F)F (stereo not drawn)	-0.1	6	6	x	x	12	-1	19	0
O=C(Cn1nnc(-c2ccccc2NC(=O)C2CC2)n1)NC1CCCCC1	1.6	11&5	6	8&11	-2	0	9	5	2
Cc1cccc(C2CC(c3ccccc3)Nc3ncnn32)c1 (stereo not drawn)	-0.5	-15	-3[fluorescence artefact?]	10	2	-1	-3[fluorescence artefact?]	-22	0
COc1ccc(C(C(=O)NC2CCCC2)N(C(=O)c2snc(-c3ccc(F)cc3)c2N)c2ccccc2)cc1 (stereo not drawn)	0.1	23	-9	11	-4	-19	4	-4	0

Shown as comma-separated lines: 7 of the compounds above.
molecule,L929 necroptosis,EP2 modulator,eIF4E-4G inh,EP2 antag,Rad51 HR inh,TbHK1 inh,14-3-3 Bad PPI,m-calpain inh,Hck-Nef inh
O=C1CCc2ccc(OCCCCN3CCN(c4cccc(Cl)c4Cl)CC3)cc2N1,x,x,4,32,4,x,1,23,x
CC(C)OC(=O)CN1CCN(S(=O)(=O)c2cc(Cl)ccc2Cl)CC1,-0.5,-34,-10,14,6,-2,6,-4,-9
Cc1cccc(/C=N/NC(=O)Cc2cccs2)c1,1.0,-24,3,8,x,9,5,-2,27
Nc1nc(N)nc(-c2ccccc2O)n1,16,-25,-8,9,-3,-7,-2,-4,5
COC(=O)c1ccc(CSc2nnc3n(Cc4ccccc4OC)c(=O)c4ccccc4n23)o1,x,-34,1,5,-8,x,-8,20,x
O=C(O)CCCN=CC1=C(O)CNC1=O,0.9,-3,-1,12,-1,2,-5,-15,22
N#CC(C(=O)NC1CCCCC1)=C1CCCCC1,0.2,29,24,2,1,-3,0[fluorescence artefact?],-2,5

Single entries from the results shown.
COc1ccc(C2CC(c3ccccc3)=NN2C(=O)COC(=O)C2CC2)cc1 (stereo not drawn) | Hck-Nef inh = 3
COc1ccc(C(C(=O)NC2CCCC2)N(C(=O)c2snc(-c3ccc(F)cc3)c2N)c2ccccc2)cc1 (stereo not drawn) | 14-3-3 Bad PPI = 4
CCOC(=O)c1c(C)c(C(=O)NCc2ccco2)c(C)n1Cc1ccccc1 | 14-3-3 Bad PPI = 2
CC(=O)C1C(c2cccc(Oc3ccccc3)c2)NC(=O)NC1(O)C(F)(F)F (stereo not drawn) | 14-3-3 Bad PPI = -1

The listing continues.
SMILES	L929 necroptosis	EP2 modulator	eIF4E-4G inh	EP2 antag	Rad51 HR inh	TbHK1 inh	14-3-3 Bad PPI	m-calpain inh	Hck-Nef inh
CCO[C@@H]1OC(C(=O)NCc2ccccc2)=C[C@H](C)[C@H]1CCCO	-0.3	-8	-1	12	5	-1	1	14	-12
CCC(C(=O)Nc1cc(C)nn1-c1nc(C)cc(C)n1)c1ccccc1 (stereo not drawn)	-0.9	-40	-2[fluorescence artefact?]	32	-1	-1	1[fluorescence artefact?]	-5	0
COc1ccc(OC)c(NC(=O)C2CCCN(S(=O)(=O)c3cccc4nsnc34)C2)c1 (stereo not drawn)	2.0	19	4	15	-4	-10	4	2	-1
Cc1cc2n(c1)CCn1c(C)ccc1-2	0.8	9	-10	14	-24	-9	-1	-6	6
Nc1nc2ccc(OC(F)(F)F)cc2s1	17	-1&-5	1&2	9&17&8	1&-3	1	-2&7	4&-11	-3
O=C(Nc1cccc(F)c1)NC1CC2CCCC(C1)N2C1CC1 (stereo not drawn)	-0.2	-30&-84	4	3&5	0	0	0	15	1
Nc1c(C(=O)N2CCCCC2)sc(=S)n1-c1ccccc1	0.2	0	-3	-1	2	-14	10[fluorescence artefact?]	24	-2
COc1ccc(C(=O)C2CCCN(Cc3ccc4nonc4c3)C2)cc1OC (stereo not drawn)	0.2	-35	3	4	-2	-4	-1	19	-10
CCN(CC)CCNC(=O)c1c(C)n(-c2ccccc2)c2cc(Br)c(OC)cc12	2.2	-7	1	10	0	7	3	-23	0
CC(OC(=O)c1cc2c(ccc3ccccc32)oc1=O)c1nc2ccccc2s1 (stereo not drawn)	1.0	-12	2	17	8	-1	-10[fluorescence artefact?]	-317	5
Cc1cccc(NC(=O)C23CCC(C)(C2Br)C3(C)C)c1 (stereo not drawn)	1.1	-48	11	12	3	-2	4	-17	0
O=c1cc(N2CCCCC2)c(-c2ccccc2)nn1Cc1ccc(F)cc1	2.0	88*	6	7	-14	2	-15	17	22
COc1ccc2nc(C)cc(SCC(=O)N/N=C/c3ccccc3)c2c1	0.6	-75	-1[fluorescence artefact?]	7	1	7	24[fluorescence artefact?]	-37	13
C/C=C(/C)C(=O)Nc1cccc(C2=NOC3(C2)C[C@@H](C(N)=O)N(C(=O)CC)C3)c1 (stereo partly drawn)	1.0	-21	-4	15	-1	-12	-2	7	32
CC(C)N1CCc2c(sc(NC(=O)CCc3ccccc3)c2C(N)=O)C1	1.5	-40	-2	5	-15	-2	-7	-32	22
CNC(=O)C12CCC(C)(c3nc4cc(C)c(C)cc4nc31)C2(C)C (stereo not drawn)	0.0	22	-6	8	-2	-26	3	15	2
CCc1ccc(NC(=O)CN(N=Nc2nonc2C)c2nonc2C)cc1	3.1	-37	0	4	6	-1	-13	-3	19
COc1cc(CC(=O)OCC(=O)Nc2cc([N+](=O)[O-])ccc2Cl)cc(OC)c1OC	1.3	-4	0	7	0	-5	5	-11	4
COc1ccccc1NS(=O)(=O)c1ccc(Cl)cc1	-0.5	14	5	8	6	0	-9[fluorescence artefact?]	-11	1
Cc1nc(C(C)(C)O)n(-c2ccccc2)n1	-0.1	6	92*[fluorescence artefact?]	12	7	-7	-12	-4	1
COc1ccccc1NC(=O)c1ccc(NC(=O)CN2CCN(C(=O)c3ccco3)CC2)cc1	1.4	-6	0	14	3	-6	29	-36	3
COc1ccc(Cn2c(N)c(C#N)c3nc4ccccc4nc32)cc1OC	0.8	-1	-11	21	-2	-15	-2[fluorescence artefact?]	-144	11
COc1ccccc1Nc1nc(N)nc(CSc2nccc(C)n2)n1	0.1	0&-29	1	13&9	4	2	6	-7	2
CC1CCN(C(=O)/C=C/c2ccc(C(C)(C)C)cc2)CC1	7.3	-34	1	5	x	24	-6	20	2
COc1ccccc1CNC(=O)c1c(-c2ccccc2)nn(-c2ccccc2)c1C	0.2	0	9	16	-4	-4	3	1	11
CCOC(=O)/C(=N\Nc1ccc(Cl)cc1)c1csc(Nc2ccccc2)n1	0.0	29	-6	44*	-8	-2	4	19	0

The list is partial; the hit share may differ from the screen's.
